Compound activity: PubChem BioAssay, several laboratories
FAS TE block – blocks the thioesterase domain of human fatty acid synthase; P49327; recombinant FAS-TE, OMFH fluorogenic substrate, fluorescence endpoint; hit rate 0.67% among 360,000; inhibition, % at 15 µM;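 active = compounds whose normalised, plate-corrected inhibition of enzyme fluorescence in the single-dose primary screen is 50% or more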;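 note: 0% = DMSO with enzyme and 100% = substrate without enzyme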
Target sequence (P49327 whole entry, looked up, the tested form may be a part): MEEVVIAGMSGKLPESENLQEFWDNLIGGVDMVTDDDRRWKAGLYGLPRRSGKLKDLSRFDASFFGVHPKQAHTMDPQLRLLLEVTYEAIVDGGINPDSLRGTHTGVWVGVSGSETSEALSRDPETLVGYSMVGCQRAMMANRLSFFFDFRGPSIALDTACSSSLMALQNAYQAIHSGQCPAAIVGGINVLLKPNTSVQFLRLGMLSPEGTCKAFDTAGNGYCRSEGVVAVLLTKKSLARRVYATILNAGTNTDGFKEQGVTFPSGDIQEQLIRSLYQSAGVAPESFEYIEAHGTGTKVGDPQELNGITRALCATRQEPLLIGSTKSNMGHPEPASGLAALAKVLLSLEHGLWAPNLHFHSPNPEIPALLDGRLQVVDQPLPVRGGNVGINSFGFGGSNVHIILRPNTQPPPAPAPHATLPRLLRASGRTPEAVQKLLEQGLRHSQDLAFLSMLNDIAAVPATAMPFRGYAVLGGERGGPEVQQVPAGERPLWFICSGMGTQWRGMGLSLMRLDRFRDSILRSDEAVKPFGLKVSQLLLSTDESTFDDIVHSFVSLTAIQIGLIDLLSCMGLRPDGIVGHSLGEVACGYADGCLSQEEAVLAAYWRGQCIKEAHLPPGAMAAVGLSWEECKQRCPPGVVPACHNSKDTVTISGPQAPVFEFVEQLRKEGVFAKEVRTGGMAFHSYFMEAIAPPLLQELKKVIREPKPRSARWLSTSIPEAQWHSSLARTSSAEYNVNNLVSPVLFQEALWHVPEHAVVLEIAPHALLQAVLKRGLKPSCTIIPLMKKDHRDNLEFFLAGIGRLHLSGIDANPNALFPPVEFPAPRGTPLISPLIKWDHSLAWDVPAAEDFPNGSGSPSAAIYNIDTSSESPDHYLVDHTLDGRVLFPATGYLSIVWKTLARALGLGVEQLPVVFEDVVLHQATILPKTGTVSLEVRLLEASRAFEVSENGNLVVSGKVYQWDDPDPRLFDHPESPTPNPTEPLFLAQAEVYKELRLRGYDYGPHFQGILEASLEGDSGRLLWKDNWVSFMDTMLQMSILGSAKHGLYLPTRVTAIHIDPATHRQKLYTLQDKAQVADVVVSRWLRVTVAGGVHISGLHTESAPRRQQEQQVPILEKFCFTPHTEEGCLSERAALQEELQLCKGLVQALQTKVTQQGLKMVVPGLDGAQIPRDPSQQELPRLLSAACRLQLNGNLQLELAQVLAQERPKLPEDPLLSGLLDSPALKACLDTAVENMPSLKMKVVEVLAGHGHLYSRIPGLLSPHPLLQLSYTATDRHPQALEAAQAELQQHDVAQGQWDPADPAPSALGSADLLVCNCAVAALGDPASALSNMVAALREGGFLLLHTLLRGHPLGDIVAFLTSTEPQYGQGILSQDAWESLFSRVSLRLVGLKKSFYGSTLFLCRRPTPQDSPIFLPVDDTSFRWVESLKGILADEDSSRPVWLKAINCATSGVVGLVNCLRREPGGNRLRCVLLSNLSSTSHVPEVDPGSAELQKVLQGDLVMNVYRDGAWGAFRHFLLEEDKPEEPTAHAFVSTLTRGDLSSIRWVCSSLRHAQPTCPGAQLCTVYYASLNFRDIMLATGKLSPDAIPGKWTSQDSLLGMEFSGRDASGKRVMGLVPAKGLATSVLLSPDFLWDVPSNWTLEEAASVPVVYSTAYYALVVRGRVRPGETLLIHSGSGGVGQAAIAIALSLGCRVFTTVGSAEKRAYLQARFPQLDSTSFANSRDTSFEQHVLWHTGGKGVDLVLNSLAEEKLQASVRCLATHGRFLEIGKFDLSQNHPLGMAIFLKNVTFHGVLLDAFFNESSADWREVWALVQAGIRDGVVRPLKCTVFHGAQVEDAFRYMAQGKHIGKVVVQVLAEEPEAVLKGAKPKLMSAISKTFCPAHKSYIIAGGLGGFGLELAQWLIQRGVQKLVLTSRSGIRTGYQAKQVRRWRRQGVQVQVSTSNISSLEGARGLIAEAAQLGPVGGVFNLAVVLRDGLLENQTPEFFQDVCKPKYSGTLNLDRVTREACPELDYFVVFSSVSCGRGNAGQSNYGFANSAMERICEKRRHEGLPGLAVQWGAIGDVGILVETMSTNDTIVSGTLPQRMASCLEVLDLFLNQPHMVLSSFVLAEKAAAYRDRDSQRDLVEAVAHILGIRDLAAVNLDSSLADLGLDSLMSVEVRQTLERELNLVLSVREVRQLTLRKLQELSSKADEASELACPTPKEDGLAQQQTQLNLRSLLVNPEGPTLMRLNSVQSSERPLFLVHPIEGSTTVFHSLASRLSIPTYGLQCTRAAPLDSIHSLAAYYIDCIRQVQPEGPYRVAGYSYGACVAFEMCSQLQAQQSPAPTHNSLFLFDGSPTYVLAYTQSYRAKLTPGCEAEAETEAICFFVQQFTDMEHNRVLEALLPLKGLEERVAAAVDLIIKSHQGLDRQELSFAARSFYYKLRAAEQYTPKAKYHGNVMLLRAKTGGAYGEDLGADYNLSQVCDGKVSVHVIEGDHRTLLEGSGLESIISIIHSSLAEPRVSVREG
Rpn11 inh – Rpn11 (human) deubiquitinase inhibition; hit rate 0.59% among 360,000; calls only at 20 µM; human 26S proteasome, Ub4-pepOG fluorescence polarization; 20S core pre-blocked with epoxomicin; AID 588493;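 active = inhibition at 20 µM, scaled to each plate's controls, above about 33%, limit read from the data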
MsrA act – activators of bovine methionine sulfoxide reductase A; purified bovine MsrA, absorbance read-out; activation, % at 10.6 µM; hit rate 0.3% among 360,000; AID 602163; in the data active = activation above about 7.5%;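 note: 0% = vehicle and 100% = reference activator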
eLon inh – E. coli protease La inhibition. hit rate 0.42% among 360,000. P0A9M0. AID 602123. inhibition, % at 7.94 µM. purified E. coli Lon protease, fluorescence polarization; in the data active = inhibition above about 13%, passing the limit was not always enough;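 note: 0% = enzyme with probe and DMSO and 100% = no enzyme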
CSN inh – CSN deneddylation inhibition | inhibition, % at 12.5 µM | Purified CSN, SCF-Nedd8-OG deneddylation, fluorescence polarization | hit rate 0.38% among 360,000 | Q92905;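 active = pattern-corrected inhibition above about 35%, with an unprinted fluorescence ratio check between 0.5 and 1.5, limit read from the data, passing the limit was not always enough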;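 note: 0% = enzyme with substrate and 100% = substrate without enzyme; some results filed as inactive read as strong as hits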
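Schedule: reaction 90 min, room temperature / Assay system: HEK293T-derived human Csn5 enzyme / Input: Csn5 at 0.24 nM final / Measure: inhibition of Csn5 cleavage, % / Control set: substrate-only high control, full reaction low control / Technique: fluorescence polarization of the substrate / Buffer or medium: Tris/NaCl/DTT buffer, pH 7.5 / Reagent: SCFSkp2-Nedd8OG substrate at 10 nM final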
PABP1 MLLE inh – inhibitors of microRNA-mediated deadenylation, human PABP1 MLLE binding; P11940; hit rate 0.36% among 360,000; inhibition, % at 20 µM; AID 588489; GST-MLLE / FITC-PAM2 fluorescence polarization; in the data active = inhibition above about 35%, passing the limit was not always enough;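 note: plate controls were DMSO wells with GST-MLLE for no effect and wells lacking GST-MLLE protein for full effect; some results filed as inactive read as strong as hits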
MT1-MMP act inh – inhibitors of human MT1-MMP activation. GFP/RFP ratio change, % at 20 µM. P50281. HT1080 RFP-PRO-GFP cells, GFP/RFP ratio fluorescence, overnight; percent of plate control window, DMSO zero. AID 651647. hit rate 0.061% among 360,000;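 active = GFP/RFP ratio change of at least 30% with cell ATP level not reduced by more than half and red fluorescence within 50% of control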; note: strong numbers were not always called active
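Assay system – RFP-PRO-GFP reporter HT1080 cells · Compound dosing – single dose of 20 µM compound, 1% DMSO final · Incubation – overnight compound exposure at 37 °C · Measure – GFP/RFP fluorescence ratio · Benchmarks – DMSO wells and RFP-L50D-GFP cells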
MsrA inhibitor – bovine MsrA inhibition | inhibition, % at 15.5 µM | hit rate 0.75% among 360,000 | purified bovine MsrA, absorbance read-out; in the data active = inhibition above about 4.5%;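 note: 0% = vehicle wells with enzyme and 100% = reference inhibitor wells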
Rin1-Abl PPI inh – blocks binding of human Rin1 to Abl; TR-FRET Rin1/Abl binding, biochemical; hit rate 0.4% among 360,000; AID 588664; inhibition, % at 7.35 µM; P00519+Q13671; in the data active = inhibition above about 5%, passing the limit was not always enough
The depositor's hits bear a star; i = inactive; · = no result given.

SMILES | FAS TE block | Rpn11 inh | MsrA act | eLon inh | CSN inh | PABP1 MLLE inh | MT1-MMP act inh | MsrA inhibitor | Rin1-Abl PPI inh
NC1=C(Br)C(=O)c2ccccc2C1=O | 15 | i | 9.7* | -1 | 3 | 17 | 2 | 0.7 | -15
CCN(CC)C(=O)/C(=C\c1ccc2c(c1)OCO2)NC(=O)c1ccc(Br)cc1 | 23 | i | -3 | 9 | 5 | 1 | 4 | 1.2 | -1
COc1cccc(C2=CC(=O)C[C@H](c3ccc(Cl)cc3)C2)c1 | 37 | i | -6 | 0 | -4 | 1 | 0 | 2.0 | 3
COc1ccc(Br)cc1CNC(=O)C1CCN(S(=O)(=O)N2CCCCC2)CC1 | 4 | i | 0 | -2 | 0 | 12 | 1 | -0.7 | -1
CC(C)Oc1cccc(C(=O)Nc2ccc(Br)cc2F)c1 | 26 | i | -6 | -11 | -4 | -4 | 0 | 0.1 | -2
CC1(C)OC2OC(C(=O)N/N=C/c3ccccc3F)C3OC(C)(C)OC3C2O1 (configuration not stated) | -4 | i | -1 | 6 | 4 | 3 | -1 | -0.1 | 2
O=S(=O)(c1ccc(Cl)cc1)N1CCCC1c1nc(-c2ccc(Cl)cc2)no1 (configuration not stated) | 21 | i | 0 | 3 | 5 | -4 | 1 | 1.6 | -2
Cc1cc(C(=O)N/N=C/c2cc([N+](=O)[O-])cc(C)c2O)n[nH]1 | 66* | i | -4 | -4 | -1 | -1 | 1 | 1.3 | -2
CCC(=O)Nc1ccc(C=C(C(C)=O)C(C)=O)cc1 | -2 | i | -1 | 0 | 4 | -2 | -4 | 0.2 | 0
CC(=O)Nc1ccc(N=Nc2ccccc2)cc1 | 1 | i | -6 | -1 | -7 | 15 | 2 | 4.5 | -3
O=C(Nc1ccccc1Cl)Nc1ccccc1Cl | -5 | i | -5 | -2 | 0 | 3 | 4 | 2.0 | 0
O=S1(=O)CCN2N=C(C3CC3)SC2=N1 | -4 | i | -2 | 3 | -4 | -6 | 3 | -1.2 | 3
CCOc1ccc(OCC)c(S(=O)(=O)N2CCCCC2)c1 | 0 | i | -11 | 1 | -4 | -8 | 0 | -0.1 | 2
Cn1c(-c2ccc(F)cc2)cnc1NCc1ccc(F)cc1 | -9 | i | -1 | 3 | 2 | 0 | -5 | 1.0 | -1
COc1ccc(/C=C2\N=C(SC)N(c3ccccc3OC)C2=O)cc1 | 12 | i | -2 | 15 | 3 | -30 | -4 | 2.1 | 1
CN1C[C@@H]2[C@@H]3C(=O)N(Cc4ccccc4)C(=O)[C@@H]3[C@](C)(C1=O)N2C(=O)c1ccc(F)cc1 | -4 | i | -4 | 9 | -10 | -8 | 0 | -0.3 | 1
COc1cc(NC(=O)c2ccc(F)cc2)ccc1NC(=O)c1cc2ccccc2o1 | -5 | i | -6 | 0 | 4 | -3 | -2 | 1.0 | 0
Cc1ccc(N2CCCn3c2cc(C)c(C#N)c3=O)cc1C | -4 | i | -3 | -15 | -1 | -7 | 4 | 2.1 | -1
O=c1[nH]c(SCc2cccc(Cl)c2)nc2ccccc12 | 2 | i | -2 | -8 | -3 | -7 | -1 | 0.1 | -1
C[C@@H]1CCCCO[C@@H](CN(C)Cc2ccc(Cl)c(Cl)c2)[C@@H](C)CN([C@H](C)CO)C(=O)c2cc(NC(=O)Nc3ccccc3)ccc2O1 | 15 | i | -10 | -4 | 1 | -10 | 9 | 1.0 | 7
CCCCn1c(NCc2cc(C)ccc2O)nc2ccccc21 | 11 | i | -5 | -7 | 2 | -3 | 2 | 0.1 | -2
Cc1cc(-n2c(SCC(=O)Nc3ccc(F)c(F)c3)nc3n[nH]c(C)c3c2=N)ccc1Cl | 6 | i | -2 | -8 | 2 | -10 | 5 | 0.1 | -27
COc1cc(NC(=O)C2CCCN2S(=O)(=O)c2cccc3cccnc23)cc(OC)c1OC (configuration not stated) | -2 | i | -1 | 3 | 0 | -4 | -4 | -1.3 | -1
CCCCc1c(O)n2c(nc3ccccc32)[nH]c1=O | -8 | i | -1 | -12 | 3 | -7 | 5 | -0.2 | 2
CCOc1ccc(NS(=O)(=O)c2c(C)nc3sccn3c2=O)cc1 | -1 | i | -6 | -2 | -7 | 0 | 4 | 2.3 | 0
Cc1cc(C)n(-c2ccc(C(=O)N3CCN(S(=O)(=O)c4ccc(Br)cc4Cl)CC3)cc2)n1 | 13 | i | -2 | -1 | -9 | 5 | 2 | -1.5 | 0
COc1ccccc1N(CC(=O)Nc1ccc(Cc2ccncc2)cc1)S(=O)(=O)c1ccccc1 | 12 | i | -8 | -8 | 2 | -1 | -4 | 1.7 | 1
CCOC(=O)C1(P(=O)(c2ccccc2)c2ccccc2)CCC1 | -4 | i | 2 | 2 | 7 | 1 | -1 | 0.4 | 3
CCN(CC(=O)Nc1c(F)cccc1F)C(=O)C1CCCN(C(=O)c2ccc(Cl)cc2)C1 (configuration not stated) | -3 | i | -3 | 15 | -1 | 5 | -3 | -0.1 | -2
COCCNC(=O)CN(Cc1cccs1)C(=O)CCC(=O)Nc1nccs1 | -4 | i | -3 | -5 | -5 | -6 | 5 | 0.1 | 2
Cc1ccc(S(=O)(=O)N(C)C[C@H]2OCCCC[C@@H](C)Oc3ccc(NC(=O)Cc4ccccc4)cc3C(=O)N([C@H](C)CO)C[C@@H]2C)cc1 | 31 | i | -5 | 5 | 2 | 8 | 1 | 1.1 | 1
C(=N\N(Cc1ccccc1)c1ccccc1)/c1ccco1 | 28 | i | -3 | -4 | 6 | 2 | 2 | 1.8 | -2
CC(=O)NCc1cc(-c2nn(C)c(=O)c3ccccc23)ccc1C | -3 | i | -2 | -3 | 3 | -3 | 4 | -0.2 | 0
O=S(=O)(Nc1nc(-c2sccc2Cl)cs1)c1cc(Cl)ccc1Cl | 22 | i | -14 | -2 | 3 | 26 | -3 | · | -1
O=C(Nc1cccc(C(F)(F)F)c1)OCc1ccncc1 | 7 | i | 1 | 3 | 6 | -8 | 1 | 0.8 | -1
CCOCCCNC(=O)c1c[nH]c2ccc(OCC)cc2c1=O | -2 | i | -3 | 9 | 0 | 4 | 1 | 1.7 | 1
CS(=O)(=O)c1ccc(C(=O)NC(Cc2ccccc2)c2ccccc2)cc1 (configuration not stated) | -5 | i | -1 | 1 | -3 | 6 | -1 | -0.3 | 2
CC1CCC(C(=O)NC(C(=O)N2CCc3ccccc3C2)C(C)C)CC1 (configuration not stated) | -1 | i | 0 | 0 | -1 | -3 | -6 | 1.0 | 4
COC(=O)CNC(=O)c1cn(CC(C)C)c(=O)c2cc(OC)c(OC)cc12 | -6 | i | -2 | 2 | -1 | 0 | 6 | -0.9 | 0
Cc1cc([N+](=O)[O-])nn1CC(=O)Nc1cc(F)ccc1F | 4 | i | 5 | 0 | 0 | -1 | -4 | 0.1 | -2
C[C@H](CO)N1C[C@H](C)[C@H](CN(C)C(=O)c2ccccc2)Oc2cc(Br)ccc2S1(=O)=O | -5 | i | -3 | -2 | 2 | -9 | 4 | 0.8 | -2
Cc1cccc(NS(=O)(=O)c2cc3c(cc2C)NC(=O)CO3)c1 | 0 | i | -4 | -11 | -2 | 8 | 2 | -0.1 | 2
Cc1ccc(S(=O)(=O)N2CCN(C(=O)Cn3c(=O)oc4ccccc43)CC2)c(C)c1 | 3 | i | -1 | 1 | -3 | -3 | -1 | -0.4 | 1
Cc1ccc(CNC(=O)CC(C)S(=O)(=O)c2ccc3c(c2)NC(=O)C(C)S3)cc1 (configuration not stated) | 0 | i | -2 | -5 | 5 | -9 | -1 | -0.3 | -5
COc1c(Br)cc(Br)cc1C(=O)Nc1ccccc1N1CCCC1 | 23 | i | -3 | -10 | 5 | -2 | -3 | -1.0 | 1
CC(C)Nc1nnc(SC(C)C(=O)N(C)C2CCCCC2)s1 (configuration not stated) | -9 | i | -3 | 7 | 7 | 4 | 1 | -2.0 | 3
Cc1cc(Nc2cc(Cl)nc(Sc3ccc(NC(=O)C4CC4)cc3)n2)n[nH]1 | 3 | i | -6 | 8 | 0 | 3 | 4 | 0.1 | 1
COc1ccc(C)cc1NC(=O)CN(c1ccccc1F)S(C)(=O)=O | -9 | i | -13 | -5 | -1 | -7 | -1 | 0.4 | -2
COC(=O)c1ccccc1NC(=O)Nc1cccnc1 | -1 | i | 0 | 0 | -1 | 5 | -2 | 0.2 | 3
COc1cccc(NC(=O)C2CCN(S(=O)(=O)c3ccc4[nH]c(=O)oc4c3)CC2)c1 | -8 | i | -1 | -4 | 1 | -17 | 3 | -0.5 | -2
Cc1onc(-c2ccccc2)c1C(=O)N1CCN(c2ccccn2)CC1 | -6 | i | -1 | -2 | 2 | -3 | -2 | 1.2 | 1
O=C(NCCN1CCC(n2c(=O)[nH]c3ccccc32)CC1)C(c1ccccc1)c1ccccc1 | -12 | · | 2 | -1 | -2 | · | 9 | -0.5 | ·
O=C(NCc1ccc(Cl)cc1)C1CCN(S(=O)(=O)c2cccs2)CC1 | 20 | i | -2 | -2 | -1 | -3 | 3 | -0.1 | 3
CSc1nc(C)c(Cc2ccccc2)c(=O)[nH]1 | -3 | i | -3 | -7 | 6 | -93 | 0 | 1.7 | 0
CSc1nsc(SC)c1NC(=O)OCc1ccccc1 | 4 | i | -3 | 3 | -2 | 9 | 4 | 0.8 | 2
CCN1CCN(c2cc(C)c3cc(NC(=S)N4CCN(c5ccccc5)CC4)ccc3n2)CC1 | -1 | i | -1 | -10 | 4 | -133 | -1 | 1.2 | -5
COc1ccc(Nc2cc(C)c3ccc(O)cc3n2)cc1 | -6 | i | -3 | 1 | 5 | -2 | 1 | 3.7 | -7
COc1ccc(CCCc2nnc(SCC(=O)Nc3ccccc3F)o2)cc1 | 5 | i | -5 | -6 | -4 | 4 | 1 | 0.1 | 4
CC(=O)N(Cc1ccccc1)c1ncc2c(n1)c(=O)c(C#N)c1ccccn12 | 49 | i | -14 | -5 | 2 | 19 | 1 | 2.1 | -4
CC(OC(=O)C12CCC(=O)N1c1ccccc1S2)C(=O)Nc1cccc(Cl)c1 (configuration not stated) | 8 | i | -1 | 0 | -3 | 5 | -6 | 0.1 | 0
Cn1c(=O)c2c(ncn2CC(=O)OCC(=O)Nc2cc(Cl)ccc2C#N)n(C)c1=O | -7 | i | -7 | 14 | 1 | -2 | -2 | -1.4 | 2
CC(C)(C)n1ncc2c(=O)n(CC(=O)NCCc3ccccc3)cnc21 | -8 | i | -4 | -16 | 0 | -11 | -3 | 0.1 | 1
CC(=O)Nc1ccc(S(=O)(=O)NCc2cn3ccsc3n2)cc1 | -10 | i | -5 | 4 | -1 | 13 | -2 | 0.9 | 0

Another view of some results above:
| Molecule | FAS TE block | Rpn11 inh | MsrA act | eLon inh | CSN inh | PABP1 MLLE inh | MT1-MMP act inh | MsrA inhibitor | Rin1-Abl PPI inh |
| --- | --- | --- | --- | --- | --- | --- | --- | --- | --- |
| O=C(NCc1ccc(Cl)cc1)C1CCN(S(=O)(=O)c2cccs2)CC1 | 20 | i | -2 | -2 | -1 | -3 | 3 | -0.1 | 3 |
| CSc1nc(C)c(Cc2ccccc2)c(=O)[nH]1 | -3 | i | -3 | -7 | 6 | -93 | 0 | 1.7 | 0 |
| CSc1nsc(SC)c1NC(=O)OCc1ccccc1 | 4 | i | -3 | 3 | -2 | 9 | 4 | 0.8 | 2 |
| CCN1CCN(c2cc(C)c3cc(NC(=S)N4CCN(c5ccccc5)CC4)ccc3n2)CC1 | -1 | i | -1 | -10 | 4 | -133 | -1 | 1.2 | -5 |
